From PubChem
NR2F2 inh: NR2F2 transcriptional activity inhibitors, primary screen, cell-based, luciferase reporter, HEK293T, luminescence | inhibition, % at 8.6 µM | HEK293T NGFI-A luciferase reporter | COUP transcription factor 2 (Homo sapiens), P24468 | AID 686940, 2013 | 370,000 tested, 0.7% active;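 active means inhibition above a per-plate cutoff, mean inhibition of test wells between control levels plus 3 SD, cut at about 38% in these data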;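 further: cells cotransfected with COUP-TFII expression vector driving the NGFI-A reporter; 0% = median of COUP-TF2 test wells and 100% = reporter-only cells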
SRC2 inh: inhibition of GAL4-SRC2 driven luciferase reporter, primary screen, SRC2 inhibitor project, cell-based, luminescence. 370,000 tested, 0.17% active. inhibition, % at 9 µM. HEK293 GAL4-SRC2 luciferase reporter. Nuclear receptor coactivator 2 (Homo sapiens), Q15596;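 active means inhibition above the mean inhibition of all tested compounds plus 3 SD, set per campaign, cut at about 52% in these data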;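 further: 0% = DMSO treated cells and 100% = cells given Gossypol at 36 µM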
TRAIL sens C8: viability loss with TRAIL in NB7+C8 cells, primary screen, TRAIL sensitizer project, cell-based, ATPlite luminescence; inhibition (viability loss, TRAIL sensitization), % at 10 µM; 360,000 tested, 1% active;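 active means compounds causing at least 50% loss of cell viability in the single-dose screen, relative to plate controls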
TROY NFkB inh: inhibitors of TROY-driven NF-kB signaling, primary screen, Q293 LMP1-TROYcd cells, NF-kB luciferase, uHTS; inhibition, % at 10 µM; 360,000 tested, 0.98% active; Q293 LMP1-TROYcd NF-kB luciferase reporter, 4 h;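 active means compounds whose plate-normalised and pattern-corrected inhibition of the luciferase reporter signal at the single screening dose is 50% or more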
NCOA3 inh: SRC3 coactivator transcriptional activity inhibitors, primary screen, cell-based, luminescence | inhibition, % at 3.6 µM | AID 588352, 2011 | HEK293 GAL4-SRC3 luciferase reporter | 360,000 tested, 0.17% active;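 active means inhibition above a per-campaign cutoff, the mean of all compounds plus 3 SD, cut at about 60% in these data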;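 further: 0% = DMSO-treated cells and 100% = gossypol-treated cells at 36 µM; higher means less SRC3-driven luciferase light from the GAL4 reporter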
SRC1 inh: SRC1 coactivator transcriptional activity inhibitors, primary screen, cell-based, luminescence; AID 588354, 2011; HEK293 GAL4-SRC1 luciferase reporter; inhibition, % at 3.6 µM; Nuclear receptor coactivator 1 (Homo sapiens), Q15788; 360,000 tested, 0.12% active;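 active means inhibition above the campaign mean plus 3 SD, with each screening campaign given its own cutoff, cut at about 60% in these data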;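 further: 0% = DMSO treated cells and 100% = gossypol at 36 µM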
Target sequence (Q15788 whole entry, looked up, the tested form may be a part): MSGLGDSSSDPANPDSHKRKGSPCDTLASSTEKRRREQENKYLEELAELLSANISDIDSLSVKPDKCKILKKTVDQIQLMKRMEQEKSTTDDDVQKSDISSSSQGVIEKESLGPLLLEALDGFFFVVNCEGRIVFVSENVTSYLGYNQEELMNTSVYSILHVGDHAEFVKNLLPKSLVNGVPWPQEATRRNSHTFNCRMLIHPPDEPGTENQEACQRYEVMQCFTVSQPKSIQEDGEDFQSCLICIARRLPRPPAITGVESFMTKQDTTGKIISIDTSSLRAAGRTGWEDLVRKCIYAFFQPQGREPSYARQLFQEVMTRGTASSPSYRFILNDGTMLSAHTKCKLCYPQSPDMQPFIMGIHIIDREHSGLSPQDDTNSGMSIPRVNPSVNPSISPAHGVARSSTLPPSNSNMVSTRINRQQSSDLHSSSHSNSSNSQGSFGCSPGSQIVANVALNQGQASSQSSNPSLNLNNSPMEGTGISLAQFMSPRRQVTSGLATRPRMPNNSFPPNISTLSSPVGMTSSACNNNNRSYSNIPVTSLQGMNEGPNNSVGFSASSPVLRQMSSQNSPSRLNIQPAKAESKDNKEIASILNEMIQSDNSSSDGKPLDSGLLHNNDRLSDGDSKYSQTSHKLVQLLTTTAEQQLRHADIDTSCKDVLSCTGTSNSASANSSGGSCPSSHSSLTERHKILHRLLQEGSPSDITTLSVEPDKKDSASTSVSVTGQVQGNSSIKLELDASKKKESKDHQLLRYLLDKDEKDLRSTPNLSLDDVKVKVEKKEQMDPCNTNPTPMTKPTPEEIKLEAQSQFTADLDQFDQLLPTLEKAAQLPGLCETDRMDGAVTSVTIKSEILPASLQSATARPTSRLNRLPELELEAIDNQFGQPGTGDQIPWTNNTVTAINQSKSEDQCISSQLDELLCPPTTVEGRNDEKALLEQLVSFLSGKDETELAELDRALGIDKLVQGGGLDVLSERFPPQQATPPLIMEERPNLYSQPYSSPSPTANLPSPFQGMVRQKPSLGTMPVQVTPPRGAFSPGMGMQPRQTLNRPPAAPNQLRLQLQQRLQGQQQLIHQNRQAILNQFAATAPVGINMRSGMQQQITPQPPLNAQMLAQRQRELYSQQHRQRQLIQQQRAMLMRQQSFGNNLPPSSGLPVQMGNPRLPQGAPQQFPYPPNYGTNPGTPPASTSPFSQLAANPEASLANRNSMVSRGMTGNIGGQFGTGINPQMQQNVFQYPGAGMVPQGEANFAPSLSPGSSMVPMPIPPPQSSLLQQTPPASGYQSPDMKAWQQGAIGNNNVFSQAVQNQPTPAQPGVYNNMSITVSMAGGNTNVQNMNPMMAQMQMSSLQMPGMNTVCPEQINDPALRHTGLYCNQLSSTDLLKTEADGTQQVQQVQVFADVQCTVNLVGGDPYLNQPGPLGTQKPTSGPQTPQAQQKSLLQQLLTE
Vif inh: HIV Vif self-association inhibitors, primary screen, imaging, HEK293T, single point; inhibition, % at 7.49 µM; 340,000 tested, 0.35% active; AID 602346, 2012; HEK293T cells, Vif self-association by quenched fluorescence, 24 h; in the data active means inhibition above about 50%, passing the limit was not always enough; inconclusive means no clear call, values can overlap the other calls; inactive means below about 31%; further: some results filed as inactive read as strong as hits
NOD2-RIPK2 inh: NOD2-RIPK2 binding disruptors in cells, primary screen, fluorescence, CHO cells, BLA complementation; 360,000 tested, 0.38% active; AID 624267, 2012; CCF4 ratio; Receptor-interacting serine/threonine-protein kinase 2 (Homo sapiens), O43353; inhibition, % at 4.98 µM; in the data active means inhibition above about 21%;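 further: 0% = vehicle only and 100% = reference blocker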
EBV LMP1 NFkB: EBV LMP1-driven NF-kappaB luciferase reporter inhibitors, primary screen, cell-based, luminescence, single point; LMP1-induced NF-kappaB luciferase reporter cells; inhibition, % at 12.5 µM; 350,000 tested, 0.69% active; in the data active means inhibition above about 41%; inconclusive means no clear call, values can overlap the other calls;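 further: 0% = neutral control wells and 100% = reference inhibitor control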
LRH-1 inv ag: LRH-1 (NR5A2) inverse agonists, primary screen, cell-based, luminescence, HEK293T, StAR-luciferase reporter; 360,000 tested, 0.13% active; Nuclear receptor subfamily 5 group A member 2 (Homo sapiens), O00482; LRH-1 transfected, 24 h; inhibition, % at 3.6 µM;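 active means inhibition above the mean inhibition of all tested compounds plus 3 SD, cut at about 73% in these data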;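 further: 0% = DMSO wells and 100% = reporter-only cells lacking LRH-1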
TLR9-MyD88 block: inhibitors of TLR9-MyD88 association in cells, primary screen, cell-based, CHO, BLA complementation, fluorescence; inhibition, % at 4.98 µM; 340,000 tested, 0.21% active; CCF4 FRET ratio;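 active means inhibition above the mean over all tested compounds plus 3 SD, cut at about 21% in these data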;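 further: 0% = DMSO only wells and 100% = clavulanate BLA inhibitor control wells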
Active calls of the source: *; ? = inconclusive; · = no result given.

SMILES | NR2F2 inh | SRC2 inh | TRAIL sens C8 | TROY NFkB inh | NCOA3 inh | SRC1 inh | Vif inh | NOD2-RIPK2 inh | EBV LMP1 NFkB | LRH-1 inv ag | TLR9-MyD88 block
Cc1cc(=O)oc2cc(O)c(N=Nc3ccccc3)cc12 | 15.4 | 6.7 | -7.9 | -59.4 | 5.1 | -4.3 | 11.6 | 2.4 | 5.6 | 13.9 | 0.1
CCOC(=O)N1CCN(C/C(C)=C/c2ccccc2)CC1 | -22.9 | -18.3 | 14.4 | -15.8 | -2.6 | -5.4 | -7.2 | -3.6 | 0.8 | -24.2 | 2.5
CS(=O)(=O)N(Cc1ccc(C(=O)NN=C2CCCC2)cc1)c1ccccc1 | 14.3 | 16.0 | -5.3 | 12.6 | 14.2 | 18.8 | 4.0 | -0.8 | 0.6 | -2.8 | -4.0
CC(C)c1cc(=O)[nH]c(N2CCN(Cc3ccc4c(c3)OCO4)CC2)n1 | -7.7 | -39.2 | -18.3 | -6.7 | -6.0 | 4.5 | -4.3 | -4.3 | 10.6 | 12.8 | 5.6
OCC(Cc1ccccc1)NCc1ccccc1C(F)(F)F (stereo not drawn) | 0.3 | -4.4 | 10.5 | -0.4 | 1.2 | 8.4 | -4.8 | 11.2 | 2.2 | 14.2 | -5.9
COc1ccc(N2CCN(C(CNC(=O)COc3ccccc3)c3ccco3)CC2)cc1 (stereo not drawn) | 0.5 | 8.2 | 3.6 | -8.7 | 3.9 | -4.3 | 2.9 | 7.2 | 20.4 | 8.7 | 1.7
C=C(CC1([C@@H](NP(=O)(c2ccccc2)c2ccccc2)[C@H]2C[C@@H]2CCCC)CC1)c1ccccc1 | 2.0 | -42.2 | 8.3 | 18.5 | -2.6 | -3.7 | 1.3 | -6.2 | 4.6 | 1.0 | -5.2
O=C(Nc1ccc(Cl)cc1C(=O)c1ccccn1)c1ccccc1 | 12.5 | -5.4 | -1.0 | -4.3 | -3.9 | -8.6 | ? | -10.6 | -1.7 | -6.1 | -2.8
CC(C)CCNC(=O)CN(C(=O)CCC(=O)Nc1ccccn1)c1ccc(F)c(Cl)c1 | 16.3 | 6.0 | -2.4 | 0.9 | 8.8 | 4.0 | 5.3 | -15.9 | -41.4 | 2.7 | -6.5
O=C(CP(=O)(c1ccccc1)c1ccccc1)Nc1nc2ccccc2s1 | 0.1 | -11.8 | -8.0 | 11.6 | -18.6 | 13.6 | 1.2 | -8.4 | -7.8 | 1.2 | 8.1
Cc1ccc(CN2CN(S(=O)(=O)c3cccs3)c3nc4ccccc4nc32)cc1 | -16.6 | -33.0 | 7.9 | 4.7 | -101.7 | -94.3 | 14.3 | 1.1 | -38.4 | -85.7 | -8.5
COc1ccc(CC(=O)Nc2cc(S(=O)(=O)N3CCCCC3)ccc2OC(C)C)cc1OC | 18.6 | -18.8 | -11.9 | 6.9 | 4.4 | 18.5 | -8.7 | 0.8 | -0.9 | -9.1 | -3.0
COc1ccccc1C(=O)Nc1ccc2c(C)cc(=O)oc2c1 | -36.6 | -72.0 | 16.4 | -40.0 | -77.2 | -93.9 | · | 0.6 | -14.7 | -133.3 | -11.8
CCc1ccc(S(=O)(=O)N2CCCC(N3CCN(c4ccc(OC)cc4)CC3)C2)cc1 (stereo not drawn) | 0.7 | 4.0 | -5.6 | -18.0 | 16.0 | -7.5 | -11.7 | -14.0 | 5.8 | 1.7 | -12.2
CCOC(=O)N1CCC(Nc2c(NCCCN3CCN(CC)CC3)c(=O)c2=O)CC1 | 4.8 | -5.8 | 6.6 | -1.7 | 2.0 | -5.5 | -6.5 | -5.5 | 1.6 | 2.4 | -1.5
CN(C)C(=O)c1c(NC(=O)c2ccccc2)sc2c1CCC2 | 9.8 | -4.7 | -7.2 | -19.3 | -2.9 | 12.0 | -4.0 | -1.5 | 2.8 | 1.8 | -0.3
COc1cc(/C=N/Nc2nn3cnnc3c3ccccc23)ccc1O | -3.7 | -2.9 | 77.6* | -41.1 | -17.1 | -9.8 | -20.9 | 0.5 | 28.2 | 17.6 | -1.0
CCOC(=O)CNC(=O)C12CC3CC(C1)CC(c1ccc(C)cc1)(C3)C2 | 1.0 | -1.6 | -4.0 | 11.5 | 1.7 | 7.6 | 3.6 | -6.0 | -6.8 | 10.4 | -13.4
N#Cc1nc(N2CCOCC2)nc(N2CCOCC2)n1 | 3.7 | 1.1 | 3.5 | -4.2 | -2.4 | -11.6 | 9.1 | 10.6 | 7.6 | 11.4 | 3.9
CCOC(=O)CC(NC(=O)Cn1nnc(-c2ccccc2F)n1)c1ccc(OC)cc1 (stereo not drawn) | -13.5 | -34.2 | 13.7 | 15.6 | 22.4 | 6.0 | 1.9 | -4.6 | 4.2 | -7.3 | 10.6
CN(C)CCCNc1nc2sc3c(c2c(=O)n1CCc1ccccc1)CCCCC3 | -13.2 | 13.7 | 12.6 | -32.0 | 14.8 | -0.5 | -8.6 | 8.1 | -4.4 | 0.3 | -3.7
O=C(CCC(=O)OCc1ccc([N+](=O)[O-])cc1Cl)Nc1ccccc1 | 2.8 | -0.8 | -2.3 | 3.6 | 11.9 | -7.0 | · | -9.4 | 2.0 | 1.6 | -15.4
O=C(Oc1ccc(C(=S)N2CCOCC2)cc1)c1ccccc1[N+](=O)[O-] | -6.8 | -9.2 | 9.3 | 6.1 | 5.6 | 4.1 | -2.8 | 8.4 | 2.6 | 17.3 | -4.3
O=C1C2CCCN2C(=O)N1CCCN1CCN(c2cccc(Cl)c2)CC1 (stereo not drawn) | -6.7 | 9.8 | -12.5 | 5.9 | -2.3 | 10.2 | 22.0 | -1.7 | -1.3 | 2.4 | 2.6
CC(=O)N1CCN(C(=O)c2ccc(S(=O)(=O)Nc3ccccc3Cl)cc2)CC1 | -16.6 | -22.8 | -8.2 | -6.1 | 10.4 | -9.2 | -8.7 | -6.8 | 14.3 | -2.3 | -6.7
O=C(CSc1nnc(C2CC2)n1-c1ccccc1)Nc1ccc(N2CCOCC2)cc1 | 1.4 | -15.1 | 3.2 | 18.2 | 11.7 | -6.7 | 5.3 | -2.6 | -5.2 | -3.8 | 5.1
O=c1cc(CN(Cc2ccccc2)Cc2ccccc2)c2ccccc2o1 | -1.0 | -3.9 | -4.5 | 5.6 | 13.1 | -12.8 | · | -0.8 | · | 0.1 | ·
Cc1cc(NC(=O)c2cccc(S(=O)(=O)N3CCC(C)CC3)c2)no1 | -1.6 | 0.2 | -3.2 | -15.4 | -18.7 | 9.1 | -8.6 | -9.1 | -0.6 | -4.8 | -12.2
Nc1c(N(CCO)C(=O)/C=C/c2ccco2)c(=O)[nH]c(=O)n1Cc1ccccc1 | 15.3 | 3.0 | -2.6 | 12.7 | 7.8 | 3.0 | 6.7 | -6.6 | 4.5 | 6.6 | 1.0
CC1CN=C2C(C(=O)Nc3ccccc3)=C(O)CC(c3ccccc3)N21 (stereo not drawn) | 14.6 | -14.8 | -3.1 | -14.7 | 16.9 | -2.8 | 2.4 | 1.6 | 3.0 | -8.0 | -5.9
COCC(=O)N/N=C/c1c(C)[nH]n(-c2ccccc2)c1=O | -9.1 | -31.3 | -9.4 | -14.7 | 14.7 | -21.6 | 3.9 | -6.6 | 2.3 | -11.4 | ·
CC1(C)CC(NS(=O)(=O)OCC(Cl)(Cl)Cl)c2cc(C#N)ccc2O1 (stereo not drawn) | -6.3 | -7.6 | -12.3 | -17.7 | 9.6 | 7.5 | -2.3 | 8.6 | -3.7 | 10.0 | -5.8
C/C=C/c1ccc(OCC(=O)Nc2ccc(OC)c(OC)c2)c(OC)c1 | 13.2 | -0.8 | -6.4 | 8.0 | -17.5 | -20.1 | -9.6 | -4.8 | 19.6 | -1.1 | 0.7
COCCn1c(=S)[nH]c2cc(C(=O)NC(C)C)ccc2c1=O | 1.0 | 3.6 | -12.5 | 14.0 | 12.8 | 1.4 | -3.4 | 1.5 | -6.2 | -4.2 | -3.6
CCCCNC(=O)CNC(=S)N(Cc1ccccc1)Cc1cccs1 | 11.6 | -4.4 | 12.6 | 2.0 | 5.0 | -7.9 | -4.6 | 7.0 | -2.0 | -29.3 | 9.2
O=C(NCc1ccco1)c1ccccc1-c1ccc(C(F)(F)F)cc1 | 7.3 | 13.3 | 16.0 | 3.0 | -27.5 | -8.7 | -11.5 | 6.5 | -1.5 | -18.5 | 3.3
COC(=O)c1nnn(-c2ccccc2)c1N | -9.6 | 10.2 | 11.9 | -2.9 | -31.4 | -4.9 | 2.2 | 4.2 | -3.9 | -3.8 | -16.8
COc1cccc2c3cccc(OC)c3c3[nH]cnc3c12 | 0.5 | -37.8 | -0.7 | -33.3 | -7.3 | 8.1 | -10.7 | -1.4 | -4.3 | -18.2 | 3.1
CC(=O)Nc1ccc(-c2csc(NC(=O)C3=COCCO3)n2)cc1 | -3.7 | -52.8 | 0.7 | -4.7 | -29.0 | -14.0 | 25.5 | 4.4 | -12.9 | -47.0 | -4.1
CCN(CC)c1ccc2nc3ccc(N)cc3[n+](-c3ccccc3)c2c1 | 77.0* | 24.9 | 47.2 | -1.9 | 66.7* | 51.5 | -14.0 | 2.5 | 53.0* | 86.6* | 4.6
CCC(=O)Nc1nc(=S)ss1 | 10.8 | -8.6 | 2.8 | -4.1 | -28.5 | -3.6 | 0.5 | -11.8 | -2.1 | -1.5 | -5.3
COC(=O)Cc1c(C)nc2nc(NCc3ccccc3OC)[nH]n2c1=O | 8.7 | -19.1 | 0.7 | -4.1 | 10.1 | 0.8 | -5.5 | 0.6 | -4.0 | 1.9 | 2.6
O=C(NC(=S)Nc1ccc(Cl)cn1)c1cccs1 | -49.0 | -62.5 | 71.8* | · | -98.5 | -76.8 | -6.7 | 0.1 | -23.3 | -99.2 | -2.8
CCCSC1=C(C#N)C(c2cccs2)CC(=O)N1 (stereo not drawn) | -4.2 | 4.9 | -11.1 | -4.9 | 5.0 | 8.8 | -4.2 | 3.1 | -1.1 | -15.8 | -19.1

Profiles, looked up by structure.
C/C=C/c1ccc(OCC(=O)Nc2ccc(OC)c(OC)c2)c(OC)c1 is listed with NR2F2 inh: 13.2; SRC2 inh: -0.8; TRAIL sens C8: -6.4; TROY NFkB inh: 8.0; NCOA3 inh: -17.5; SRC1 inh: -20.1; Vif inh: -9.6; NOD2-RIPK2 inh: -4.8; EBV LMP1 NFkB: 19.6; LRH-1 inv ag: -1.1; TLR9-MyD88 block: 0.7
CCN(CC)c1ccc2nc3ccc(N)cc3[n+](-c3ccccc3)c2c1 is listed with NR2F2 inh: 77.0*; SRC2 inh: 24.9; TRAIL sens C8: 47.2; TROY NFkB inh: -1.9; NCOA3 inh: 66.7*; SRC1 inh: 51.5; Vif inh: -14.0; NOD2-RIPK2 inh: 2.5; EBV LMP1 NFkB: 53.0*; LRH-1 inv ag: 86.6*; TLR9-MyD88 block: 4.6

Only part of the results is shown; count on the stated rates, not on these rows.
